GDH-TPI counter: inhibits GDH-TPI coupling enzymes, artifact for Mtb FBA screen; GDH-TPI coupled enzyme counterscreen, NADH absorbance; actives 1.2% (n = 360,000); inhibition, % at 4.8 µM; in the data active = inhibition above about 30%;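 also: 0% = DMSO wells and 100% = wells lacking the enzyme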
FadD28 binding: blocks FadD28 binding to the bisubstrate probe | fluorescence polarization | inhibition, % at 12.5 µM | actives 0.22% (n = 360,000); in the data active = inhibition above about 8.5%, passing the limit was not always enough; inconclusive = no clear call, values can overlap the other calls
PrPC TRFRET: cell surface PrPC inhibition, primary TR-FRET screen; P04156; TR-FRET read-out; inhibition, % at 13.8 µM; actives 0.43% (n = 370,000); AID 720596; in the data active = inhibition above about 24%; also: 0% = median of the test wells and 100% = reference compound wells
BoNT F protease: BoNT F light chain protease inhibition; AID 588497; actives 0.22% (n = 360,000); Multiplex microsphere protease cleavage assay, flow cytometry; inhibition, % at 10 µM; in the data active = inhibition above about 35%, passing the limit was not always enough; inconclusive = no clear call, values can overlap the other calls; also: plate controls were buffer without enzyme for full effect and enzyme alone for no effect
FBA Mtb inh: Mtb fructose-bisphosphate aldolase inhibition; purified M. tuberculosis FBA, fluorescence read-out; actives 2.3% (n = 360,000); inhibition, % at 1 µM; P9WQA3; in the data active = inhibition above about 27%;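 also: 0% = vehicle and 100% = reference inhibitor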
Target sequence (P9WQA3 whole entry, looked up): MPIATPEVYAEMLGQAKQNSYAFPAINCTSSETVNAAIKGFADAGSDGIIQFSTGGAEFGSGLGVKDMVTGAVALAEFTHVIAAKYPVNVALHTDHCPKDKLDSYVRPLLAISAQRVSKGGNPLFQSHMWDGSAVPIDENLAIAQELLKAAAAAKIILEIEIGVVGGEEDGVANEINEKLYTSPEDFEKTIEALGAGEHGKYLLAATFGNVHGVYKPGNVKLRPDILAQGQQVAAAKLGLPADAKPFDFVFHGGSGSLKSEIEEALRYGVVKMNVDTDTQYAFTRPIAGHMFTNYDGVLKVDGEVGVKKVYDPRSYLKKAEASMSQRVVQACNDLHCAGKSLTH
MazF activator: activators of E. coli MazEF toxin-antitoxin RNase | FAM/BHQ RNA-DNA oligo cleavage fluorescence, 5 h | activation, % at 20 µM | actives 0.32% (n = 350,000); in the data active = activation above about 50%
Target sequence (P0AE70 whole entry, looked up): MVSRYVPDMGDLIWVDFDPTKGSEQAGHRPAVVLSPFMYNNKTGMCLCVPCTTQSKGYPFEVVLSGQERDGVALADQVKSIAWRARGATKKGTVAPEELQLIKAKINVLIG
BioA inh: BioA (M. tuberculosis) enzyme inhibition; purified M. tuberculosis BioA enzyme, plate reader; inhibition, % at 9.99 µM; actives 0.096% (n = 360,000); in the data active = inhibition above about 40%; inconclusive = no clear call, values can overlap the other calls
UGM FP inh: inhibitors of M. tuberculosis UDP-galactopyranose mutase; P9WIQ1; purified UGM, fluorescence polarization probe displacement; inhibition, % at 10 µM; actives 0.06% (n = 320,000); AID 504406; in the data active = inhibition above about 10%, passing the limit was not always enough; inconclusive = no clear call, values can overlap the other calls
Target sequence (P9WIQ1 whole entry, looked up): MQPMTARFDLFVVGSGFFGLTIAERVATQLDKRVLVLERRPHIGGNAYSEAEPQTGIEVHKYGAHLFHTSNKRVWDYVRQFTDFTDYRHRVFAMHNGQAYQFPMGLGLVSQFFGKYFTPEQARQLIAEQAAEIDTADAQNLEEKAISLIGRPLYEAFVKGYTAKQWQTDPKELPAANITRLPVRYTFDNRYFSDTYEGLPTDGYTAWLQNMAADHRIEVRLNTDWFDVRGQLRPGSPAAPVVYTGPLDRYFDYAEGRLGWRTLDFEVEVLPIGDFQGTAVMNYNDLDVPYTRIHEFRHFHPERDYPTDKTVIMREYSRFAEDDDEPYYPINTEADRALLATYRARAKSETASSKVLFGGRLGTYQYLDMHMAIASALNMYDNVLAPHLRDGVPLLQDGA
Rv3671c inh: Rv3671c (M. tuberculosis) protease inhibition | inhibition, % at 5.96 µM | actives 0.048% (n = 320,000) | P9WHR9; in the data active = inhibition above about 38%;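 also: extracellular domain of Rv3671c used as enzyme; 0% = enzyme with DMSO and 100% = no enzyme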
An asterisk follows results filed as active; ? = inconclusive; · = no result given. Random draw from the library; any-hit rate near 4.8%.

canonical_smiles	PrPC TRFRET	FBA Mtb inh	BioA inh	BoNT F protease	MazF activator	GDH-TPI counter	UGM FP inh	Rv3671c inh	FadD28 binding
COc1ccccc1NC(=O)COC(=O)CC(C)(C)CC1=NS(=O)(=O)c2ccccc2N1	2	5	-3.1	4	2	18	2.5	-1	-0.4
COc1ccc(Cc2nnc(Cl)c3ccccc23)cc1OC	-3	-4	2.6	-9	13	-6	-0.3	-12	-1.7
CC1CCCCC12NC(=O)N(CC(=O)N1CCN(C(=O)c3ccco3)CC1)C2=O (stereo not given)	-6	0	·	3	4	2	-0.2	-1	-2.1
O=C(Nc1ccc(N2CCOCC2)c(S(=O)(=O)Nc2ccccc2Cl)c1)c1ccc(=O)[nH]n1	0	-1	-0.1	11	1	8	·	·	-6.0
CCCCOc1ccc(/C=N/NC(=O)C2CCCNC2=O)cc1 (stereo not given)	4	2	·	?	-6	9	0.3	-1	-2.8
COc1ccc2cc(CCNC(=O)c3cccs3)c(=O)[nH]c2c1	1	3	0.1	-2	3	15	1.9	3	-1.0
S=C(NCCc1ccc(Cl)cc1)NC1CCCC1	5	3	·	-3	-1	5	0.9	8	-1.9
CC(C)n1c(=S)[nH]c2cc(C(F)(F)F)ccc21	-2	-2	9.0	?	9	0	2.3	8	-0.2
CC(C)[C@H](N[C@@H](C)c1ccccc1)c1c(O)ccc2ccccc12	-7	11	-0.6	-23	-3	2	-3.5	10	-3.2
C/C(=N\Nc1nc2ccccc2[nH]1)c1ccccn1	26*	-4	4.7	-15	·	9	-2.6	3	-2.1
Cc1cc(C)c(C)c(S(=O)(=O)Nc2cccnc2)c1C	-3	-1	-0.3	-10	3	-4	4.9	2	-2.4
c1ccc(-c2cn3nc(-c4ccccc4)cnc3n2)cc1	0	6	·	1	-3	1	2.9	-8	-3.8
O=C(COC(=O)c1ccccc1N1C(=O)C2C3CCC(C3)C2C1=O)c1ccccc1 (stereo not given)	-8	-6	·	3	5	-2	0.7	4	-0.6
CCOc1ccc(S(=O)(=O)N2CCC(C(=O)NCC3CCCO3)CC2)cc1Cl (stereo not given)	-3	4	0.4	-2	-3	0	5.3	-15	-2.0
CC(C)c1c(O)nc(SCC(=O)N2CCOCC2)[nH]c1=O	-3	2	2.5	4	6	-9	1.5	2	-3.2
Cc1ccn2c(-c3csc(Nc4ccc(C(=O)O)cc4)n3)c(C)nc2c1	-1	2	0.0	-7	-9	21	·	·	1.1
CN(C)c1ccc(C(=O)C=Cc2ccc([N+](=O)[O-])cc2)cc1	-8	-2	1.1	-4	9	-4	·	·	-0.7
N/C(CCS(=O)(=O)c1ccc(Cl)cc1)=N\OC(=O)c1ccccc1C(F)(F)F	-2	4	·	0	10	-2	5.1	12	-1.5
C(#CCN1CCOCC1)COCC#Cc1ccccc1	1	2	-0.2	3	6	1	-6.4	10	0.0
COc1ccc(-c2nnc(SCC(=O)N3CCCCC3)o2)cc1OC	0	3	-0.4	-14	4	-1	1.8	12	0.0
Cc1cc(C(F)(F)F)nc(-n2cc(-c3cccc(N)c3)nn2)n1	-4	-7	·	-3	3	-5	2.4	2	-3.7
CC(=O)Nc1ccccc1OCC(O)CS(=O)(=O)c1ccc(C(F)(F)F)cn1 (stereo not given)	9	1	-0.1	9	0	-3	0.9	8	-0.6
Cc1cc(C)n(-c2cccc3cccnc23)n1	4	3	-2.6	-8	3	-7	-0.2	9	-3.4
Cc1nnc(N/N=C/c2ccc(O)c([N+](=O)[O-])c2)[nH]c1=O	-7	-3	-1.4	-8	-6	47*	0.5	-8	-1.6
CCCCCC(=O)Nc1sc(C)c(C)c1C#N	4	3	·	3	-10	11	-1.1	-2	1.0
CCC(C)CCN1C(Nc2ccccc2)=NC[C@@H]1Cc1ccccc1 (stereo not given in full)	2	2	2.4	-10	4	3	3.0	-8	-0.4
Cn1ccc2c(-c3ccc(F)cc3)cc3c(c21)C1CCC3C1 (stereo not given)	-2	9	-0.4	-12	·	·	·	·	-2.0
COc1cc(/C=C/C(=O)O)cc(OC)c1O	2	1	6.9	-14	-2	7	2.1	2	-2.5
Nc1nnn(CC(=O)N/N=C/c2ccc(O)cc2)n1	-11	-1	-3.2	-2	5	11	1.3	2	-1.7
Brc1ccc(C2Nc3cccc4cccc(c34)N2)o1	·	3	0.2	-11	8	15	-0.5	15	0.0
Brc1c(CSc2nnc(-c3ccco3)o2)nc2ccccn12	-5	-4	·	7	1	-10	2.7	-2	-2.9
COc1ccc(C(=O)Nc2nnc(S(=O)(=O)N3CCCCCC3)s2)cc1OC	6	4	-1.0	-14	-7	47*	1.0	-12	-0.5
COc1ccc(NC(=O)CN2C(=O)COc3ccc(S(=O)(=O)N4CCOCC4)cc32)cc1Cl	11	-3	1.7	-2	7	2	-1.4	0	-6.8
N#Cc1ccc(OC(=O)Cc2ccsc2)cc1	11	-1	-0.9	4	-1	-6	-1.5	4	0.8
CCOCCN1CCN(c2c3c(nc4cc(-c5ccc(F)cc5)nn24)CCC3)CC1	2	2	0.8	3	9	6	·	·	-1.2
Cc1cccc(N2CCN(C(=O)CN3C(=O)C4CC=CCC4C3=O)CC2)c1C (stereo not given)	-5	-2	-1.0	-4	7	1	3.9	-1	-2.8
O=C1c2ccccc2-n2nnc(-c3ccccc3)c2C2c3cc(Br)ccc3CCN12 (stereo not given)	11	8	1.1	-5	·	·	·	·	0.8
CCOc1ccc(CCNC(=O)COC(=O)c2nc(Cl)ccc2Cl)cc1OCC	-1	7	-1.7	-4	-5	3	0.6	10	0.7
COc1cc(CN2CCN(C(C)C)C(CCO)C2)ccc1OCc1ccccc1 (stereo not given)	-9	-1	·	1	8	8	-1.3	-8	-3.1
Cc1ccc(NC(=O)c2cc(-c3cc(F)ccc3OCC3CCCO3)n[nH]2)cc1NS(C)(=O)=O (stereo not given)	6	-5	-1.5	-11	·	3	·	·	-7.2
CC(=O)Nc1ccc(S(=O)(=O)N2CCC(N(C)CCC(C)C)CC2)cc1	-5	3	0.4	29	0	3	3.0	0	-1.4
CCN1CCc2c(sc(NC(=O)c3ccc4ccccc4c3)c2C(N)=O)C1	-18	6	-5.3	-2	·	15	9.1	-2	-0.4
Cc1ccc(C#CC[N+](C)(C)CC#Cc2ccccc2)cc1	-2	1	·	-5	7	-6	0.2	-1	-1.6
Cc1ccc(NC(=S)/N=C(\N)Nc2nc(C)c3ccccc3n2)cc1C	4	-3	-1.5	-1	1	0	0.1	-20	-3.2
COc1cccc(CNC(=O)CN2c3cccc4cccc(c34)S2(=O)=O)c1	-10	3	-2.7	-3	-4	1	1.6	11	-4.1
Cc1occc1-c1nnc(SCC(=O)Nc2nc3ccccc3s2)o1	10	2	0.3	0	8	6	2.6	-4	-2.4
COc1ccc(S(=O)(=O)NCC(=O)Nc2cccc(C)c2C)cc1OC	8	-3	0.2	-1	2	2	-0.3	-2	-1.0
O=P(c1ccccc1)(c1ccccc1)C(c1ccccn1)P(=O)(c1ccccc1)c1ccccc1	2	0	-5.4	28	13	-5	-7.5	6	-2.5
COc1ccc(Nc2ccc(S(=O)(=O)N3CCCCC3)cc2[N+](=O)[O-])cc1OC	-8	-4	·	-5	6	12	-1.3	6	1.9
COc1cc(C#N)c(NS(=O)(=O)c2ccc3[nH]c(=O)sc3c2)cc1OC	9	-3	-0.9	-2	-2	8	-1.2	1	0.1
O=C(NCCS(=O)(=O)N1CCN(c2ccccc2)CC1)c1ccc2c(c1)OCO2	-4	-1	-1.0	-8	5	-16	0.5	1	-2.2
CNC(=O)c1ccc(NC(=O)C2CCN(S(=O)(=O)c3cccc(C(F)(F)F)c3)CC2)cc1	2	2	0.4	0	-66	-4	0.1	-9	-3.3
CCCN(Cc1ccccc1)C(=O)Nc1ccc2c(c1)nnn2C	-6	8	22	5	-1	-6	5.3	-7	-3.9
COC(=O)CC1C(=O)NCCN1C(=O)Nc1ccc(Cl)c(Cl)c1 (stereo not given)	5	0	3.2	6	6	0	-3.0	2	-0.8
O=C(Nc1ccnc(-c2cccnc2)n1)c1cccs1	-3	-2	-1.7	0	8	-4	-0.4	-3	-2.7
Cc1cc(C(=O)NNC(=O)CCCOc2ccccc2)c(C)o1	3	1	-0.7	2	-6	8	0.0	-2	-0.2
Cc1ccc(C)n1-c1sccc1C(=O)O	·	-2	-3.7	10	3	6	·	·	21*
COc1cc(CNC(=O)Nc2nc(C(N)CCc3ccccc3)cs2)cc(OC)c1OC (stereo not given)	0	-1	-1.7	-6	·	6	·	·	-4.3
c1ccc(-c2noc(-c3ccncc3)n2)nc1	-6	-1	-1.8	-11	4	3	2.7	-4	-1.8
C=C(C)CNC(=S)N/N=C/c1ccc(N2CCOCC2)cc1	1	53*	·	-7	-1	42*	-3.1	-4	-3.5

Full records, quoted from the list.
Record of Cc1occc1-c1nnc(SCC(=O)Nc2nc3ccccc3s2)o1 → PrPC TRFRET = 10; FBA Mtb inh = 2; BioA inh = 0.3; BoNT F protease = 0; MazF activator = 8; GDH-TPI counter = 6; UGM FP inh = 2.6; Rv3671c inh = -4; FadD28 binding = -2.4
Record of C/C(=N\Nc1nc2ccccc2[nH]1)c1ccccn1 → PrPC TRFRET = 26*; FBA Mtb inh = -4; BioA inh = 4.7; BoNT F protease = -15; MazF activator = ·; GDH-TPI counter = 9; UGM FP inh = -2.6; Rv3671c inh = 3; FadD28 binding = -2.1

Following part:
canonical_smiles	PrPC TRFRET	FBA Mtb inh	BioA inh	BoNT F protease	MazF activator	GDH-TPI counter	UGM FP inh	Rv3671c inh	FadD28 binding
CCC1C(=O)N=C(SCC(=O)Nc2ccc(C)cc2)N(c2ccccc2)C1=O (stereo not given)	-9	-1	0.5	9	9	-9	-0.7	2	-0.6
CCC(C(=O)NCCC1=CCCCC1)n1nc(C)c2c(C)n(-c3ccccc3)nc2c1=O (stereo not given)	14	0	2.4	-5	6	0	0.9	-13	-0.5
COC(=O)C[C@H](NC(=O)Cn1cnc2c(NCc3ccccc3)ncnc21)C(=O)OC	-2	2	0.9	-6	4	-19	·	·	-2.9
Cc1cccc(C(=O)NNC(=O)CSc2nnc(C(C)C)n2C)c1	0	0	-3.0	16	12	5	-1.7	-9	0.6
O=C(c1cc(-c2cccnc2)nc2ccccc12)N1CCN(S(=O)(=O)c2ccc(Cl)s2)CC1	0	0	1.6	-9	2	3	·	·	-1.8
Cc1ccccc1-c1nnc(SCC(=O)NC2CCCCC2)o1	0	2	·	-2	1	2	-0.2	4	-2.4
Cc1cccc(NC(=O)CCS(=O)(=O)c2cc3c(cc2Cl)NC(=O)CO3)c1	7	3	0.1	-1	4	4	2.4	8	-3.9
COc1ccc(C2N(c3ccccc3)CCN2c2ccccc2)cc1O	-5	3	·	-13	5	7	3.4	6	0.2
C=CCNC(=O)c1onc(CSc2ccc(C(C)C)cc2)c1C(=O)O	-1	0	0.4	4	1	-3	-0.8	3	-1.1
O=C(COc1cccnc1[N+](=O)[O-])Nc1cc(S(=O)(=O)N2CCCCC2)ccc1Cl	-2	1	-0.9	0	-11	-4	-3.6	12	-1.1
CCS(=O)(=O)c1ccc2c(c1)N(S(=O)(=O)c1cccs1)CC(C(=O)O)O2 (stereo not given)	0	0	-0.7	5	-5	-7	4.5	-9	-1.8
Cn1c(N)c(C(=O)CSc2nnc(-c3ccccc3F)n2C2CC2)c(=O)n(C)c1=O	-1	-7	·	3	10	-11	1.2	-7	-3.3
CCN(CC)S(=O)(=O)c1ccc(N2CCCC2)c(NS(=O)(=O)c2ccc([N+](=O)[O-])cc2)c1	-10	4	1.1	-7	-5	3	-2.7	-1	0.1
CC1(C)SC2c3ccccc3C(=O)N2[C@@H]1C(=O)NCCCN1CCOCC1 (stereo not given in full)	-5	0	·	2	4	2	0.3	-5	-1.1
CC(C)(O[C@@H]1O[C@H](CO)[C@@H](O)[C@H](O)[C@H]1O)[C@@H]1CC=C(C(=O)O)CC1	0	-2	-0.9	-7	3	2	1.5	-4	-4.3
